# Screening data deposited in PubChem by The Scripps Research Institute Molecular Screening Center.
# PAFAH2 inh: PAFAH2 enzyme inhibitors, primary screen, biochemical, fluorescence polarization, human; recombinant PAFAH2, FP-rhodamine activity probe; inhibition, % at 3.39 µM; 0.99% of 340,000 active; AID 492956, 2010;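 active = inhibition above the mean over all tested compounds plus 3 SD, cut at about 30% in these data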;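 note: inhibitors block probe labeling of enzyme so polarization drops; 0% = enzyme with DMSO and 100% = wells lacking PAFAH2 protein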
# PAD4 inh: human PAD4 inhibitors, primary screen, biochemical, fluorescence polarization, 1536-well format. Protein-arginine deiminase type-4 (Homo sapiens), Q9UM07. recombinant PAD4, RCA probe fluorescence polarization. inhibition, % at 6.36 µM. 0.41% of 330,000 active;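 active = percent inhibition above a cutoff equal to the mean of all tested compounds plus 3 SD, cut at about 15% in these data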;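 note: 0% = PAD4 with RCA probe and DMSO and 100% = probe without PAD4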
# GSTO1 inh: inhibitors of recombinant GSTO1, primary screen, counter-screen for RBBP9 inhibitor project, biochemical, fluorescence polarization. Glutathione S-transferase omega-1 (Homo sapiens), P78417. activity-based probe fluorescence polarization. inhibition, % at 5.96 µM. 1.1% of 300,000 active;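 active = inhibition above the campaign mean inhibition plus 3 SD, cut at about 35% in these data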;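 note: 0% = GSTO1-1 with DMSO and 100% = wells lacking GSTO1-1 enzyme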
# Fam108B counter: mouse Fam108B serine hydrolase inhibitors, primary screen, counter-screen for RBBP9 inhibitor project, biochemical, fluorescence polarization; recombinant Fam108B, FP-Rh probe fluorescence polarization; 0.33% of 300,000 active; AID 1947, 2009; inhibition, % at 9.51 µM;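 active = inhibition above the screen mean inhibition plus 3 SD, computed separately per campaign, cut at about 18% in these data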;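 note: inhibitors lower polarization as less probe binds the enzyme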
# PAFAH1B3 FP inh: PAFAH1B3 enzyme inhibitors, primary screen, biochemical, fluorescence polarization, human; Platelet-activating factor acetylhydrolase IB subunit alpha1 (Homo sapiens), Q15102; inhibition, % at 3.39 µM; recombinant PAFAH1B3, FP-rhodamine probe; AID 492972, 2010; 0.28% of 340,000 active;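 active = inhibition above the screen-wide average of all tested compounds plus 3 SD, cut at about 25% in these data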;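 note: 0% = enzyme with DMSO only and 100% = wells lacking PAFAH1B3 protein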
# pPAFAH inh: pPAFAH enzyme inhibitors, primary screen, biochemical, fluorescence polarization, human. inhibition, % at 3.39 µM. AID 463082, 2010. Platelet-activating factor acetylhydrolase (Homo sapiens), Q13093. recombinant pPAFAH, FP-rhodamine probe fluorescence polarization. 1.5% of 330,000 active;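 active = inhibition above the mean inhibition across the screen plus 3 SD, cut at about 25% in these data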;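 note: inhibitors block binding of the rhodamine activity-based probe so polarization drops; 0% = enzyme with DMSO and 100% = wells lacking pPAFAH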
# Target sequence (Q13093 whole entry, looked up): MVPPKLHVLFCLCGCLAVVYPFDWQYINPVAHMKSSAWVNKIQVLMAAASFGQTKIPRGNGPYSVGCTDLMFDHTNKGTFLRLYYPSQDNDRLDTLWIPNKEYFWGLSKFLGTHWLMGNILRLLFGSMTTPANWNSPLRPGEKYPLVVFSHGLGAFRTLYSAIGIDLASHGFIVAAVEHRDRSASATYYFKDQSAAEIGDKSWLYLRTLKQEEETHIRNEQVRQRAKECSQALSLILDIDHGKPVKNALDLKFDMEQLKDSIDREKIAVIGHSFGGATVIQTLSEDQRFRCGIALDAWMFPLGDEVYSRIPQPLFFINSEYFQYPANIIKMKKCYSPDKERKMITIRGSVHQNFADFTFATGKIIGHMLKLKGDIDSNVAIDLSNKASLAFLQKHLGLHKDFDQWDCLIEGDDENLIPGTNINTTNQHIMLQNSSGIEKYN
# PME-1 inh: PME-1 inhibitors via competitive probe labeling, primary screen, biochemical, fluorescence polarization, FP-Rh probe, HTS; Protein phosphatase methylesterase 1 (Homo sapiens), Q9Y570; recombinant PME-1; inhibition, % at 5.9 µM; 0.53% of 320,000 active; AID 2130, 2009;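 active = inhibition above the campaign mean of all compounds plus 3 SD, cut at about 26% in these data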;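 note: competitive labeling of PME-1 active site by serine hydrolase directed probe; 0% = PME-1 with DMSO and 100% = wells lacking PME-1 enzyme; inhibitors block probe labeling so polarization falls and inhibition rises; many of its hits are not listed in these tables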
# Target sequence (Q9Y570 whole entry, looked up): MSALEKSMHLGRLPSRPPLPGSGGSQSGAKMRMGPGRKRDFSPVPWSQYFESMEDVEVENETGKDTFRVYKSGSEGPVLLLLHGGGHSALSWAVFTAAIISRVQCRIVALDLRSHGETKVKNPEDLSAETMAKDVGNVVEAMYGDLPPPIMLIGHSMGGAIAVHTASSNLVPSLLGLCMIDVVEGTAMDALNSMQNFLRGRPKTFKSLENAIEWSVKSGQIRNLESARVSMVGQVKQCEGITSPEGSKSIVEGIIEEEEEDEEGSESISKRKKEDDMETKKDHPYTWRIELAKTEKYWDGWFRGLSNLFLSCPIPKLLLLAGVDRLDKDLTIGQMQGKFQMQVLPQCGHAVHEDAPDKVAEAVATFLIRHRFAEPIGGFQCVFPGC
# LYPLA1 inh: LYPLA1 inhibitors, primary screen, counter-screen for PME1 inhibitor project, biochemical, fluorescence polarization, FP-Rh probe ABPP; inhibition, % at 5.9 µM; 0.16% of 320,000 active; recombinant LYPLA1; Acyl-protein thioesterase 1 (Homo sapiens), O75608; AID 2174, 2009;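 active = inhibition above the mean of all tested compounds plus 3 SD, set per campaign, cut at about 14% in these data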;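 note: inhibitors block serine hydrolase probe labeling of LYPLA1 so polarization falls; 0% = enzyme with DMSO and 100% = wells lacking LYPLA1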
# PAFAH1B2 inh: PAFAH1B2 enzyme inhibitors, primary screen, biochemical, fluorescence polarization, human | inhibition, % at 3.39 µM | 1.2% of 340,000 active | recombinant PAFAH1B2, FP-rhodamine activity probe | Platelet-activating factor acetylhydrolase IB subunit alpha2 (Homo sapiens), P68402;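 active = inhibition above the mean of all tested compounds plus 3 SD, cut at about 24% in these data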;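 note: 0% = enzyme with DMSO and 100% = wells lacking PAFAH1B2; many of its hits are not listed in these tables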
# Target sequence (P68402 whole entry, looked up): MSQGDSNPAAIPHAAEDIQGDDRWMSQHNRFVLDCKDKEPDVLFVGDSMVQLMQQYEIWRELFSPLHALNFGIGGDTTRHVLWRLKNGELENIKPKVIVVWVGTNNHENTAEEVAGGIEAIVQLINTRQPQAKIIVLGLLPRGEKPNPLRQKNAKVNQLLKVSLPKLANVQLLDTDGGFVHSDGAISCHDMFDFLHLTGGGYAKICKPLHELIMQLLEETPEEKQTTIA
# Active calls of the source: *; . = not tested or not shown. Some of the compounds tested; count on the stated rates, not on these rows.
SMILES,PAFAH2 inh,PAD4 inh,GSTO1 inh,Fam108B counter,PAFAH1B3 FP inh,pPAFAH inh,PME-1 inh,LYPLA1 inh,PAFAH1B2 inh
O=C(c1cccc(Cl)c1)N1CCN(c2ccc(N3CCOCC3)nn2)CC1,1,1,3,0,4,6,-4,-2,6
CC(C)c1ccc(CN(C(=O)C2COc3ccccc3O2)C2CCS(=O)(=O)C2)cc1 (centres undefined),3,1,1,-7,7,0,-2,-1,4
Cc1ccc(C)c(C(C)NC(=O)c2ccncc2)c1 (centres undefined),1,-4,1,-4,-2,0,-3,-3,8
Cc1ccc(-c2cnc(NC(=O)c3cccc(Br)c3)s2)c(C)c1,-7,-2,10,-5,5,-3,-15,-5,-3
O=C(COc1ccccc1F)Nc1ccccc1C(=O)NC1CC1,15,4,.,.,12,0,-4,-2,-3
Cc1onc(-c2ccccc2)c1C(=O)Nc1ccon1,-1,-2,-3,1,-4,6,5,0,-1
CCOC(=O)CC1=C(C(=O)OCC)C(c2cccs2)C(C#N)=C(N)O1 (centres undefined),0,-1,6,-2,3,0,0,-2,-1
CCOC(=O)c1nnn(-c2ccc([N+](=O)[O-])cc2[N+](=O)[O-])c1C,6,-4,19,6,0,2,0,3,2
CC(/C=C/c1ccccc1F)=N\NC(=O)C(C)C,-1,1,1,2,6,2,-1,-2,3
O=S(=O)(/N=S1/CC=CCN1S(=O)(=O)c1ccccc1)c1ccccc1 (centres undefined),9,1,-18,6,1,4,-3,-3,3
CC(=O)NC(Cc1c[nH]c2ccccc12)C(=O)Nc1ccc2c(c1)OCO2 (centres undefined),1,-1,8,5,4,3,3,1,2
COC(=O)c1cnn(-c2ccccc2)c1-n1cccc1C=O,7,1,14,8,6,0,5,0,2
c1ccc2c(c1)nc(N1CCOCC1)c1ccccc12,-3,-5,6,-2,3,3,-6,4,4
Cc1ccc(C)c(OCc2nnc(SCC(=O)NC(=O)NCc3ccco3)o2)c1,0,1,3,-3,11,8,-1,2,0
CCn1c(=O)c2cc(C(=O)N(C)c3ccccc3F)sc2c2ccccc21,8,2,12,1,1,-7,-8,-4,-5
Cc1ccc(C)c2sc(NC(=O)C3CC3)nc12,5,2,4,-3,1,-4,0,0,5
COc1cc(/C=C2/SC(=S)N(CC(=O)O)C2=O)ccc1OC(=O)c1ccco1,-66,-10,-225,-44,-82,-6,-69,-28,-56
S=C1N(c2ccccc2)CN(CCN2CCOCC2)CN1c1ccccc1,.,1,11,-2,.,0,1,1,.
CCc1ccc(NC(=O)C(=O)c2ccccc2NC(C)=O)cc1,-2,1,.,.,13,1,0,0,-1
Cc1c(NC(=O)/C(C#N)=C/c2cccs2)c(=O)n(-c2ccccc2)n1C,5,-5,1,2,0,3,0,1,0
CCN(CC)c1ccc(NC(=O)CN2CCN(CC(=O)Nc3ccccc3OC)CC2)cc1,-6,1,2,4,3,8,-3,-1,-3
Cc1cc(OC(=O)c2cccs2)ccc1C(C)C,7,-4,2,1,1,7,1,1,0
Cc1ccc2c(c1)-c1c(cnn1CC(=O)N(CCC#N)c1ccccc1)CO2,-4,3,0,-2,1,3,8,-2,8
CC(CNc1ccccc1O)C(=O)O (centres undefined),-6,-7,45*,2,2,12,-4,-6,3
CCCCN(CCCC)CC(O)COc1ccccc1C(=O)Nc1ccccc1 (centres undefined),4,3,6,0,3,13,-4,-3,1
Fc1ccc(C2N(c3ccccc3)C(=S)N3CCCN23)cc1 (centres undefined),11,0,8,0,9,-1,-6,2,18
COC(=O)CSc1ccnc2cc(Cl)ccc12,5,3,-35,-2,9,2,3,1,1
CCOC(=O)[C@H]1[C@H]2COc3ccc(C)cc3[C@@H]2N2C(=O)c3cc(Cl)ccc3NC(=O)[C@@]12C,-6,-5,-2,-16,-5,-5,-5,-9,-5
Cc1ccc(NC2(c3nnnn3-c3c(C)cccc3C)CCCCC2)cc1,-3,-4,2,-6,-4,-4,1,-3,-5
CCOc1ccc(C(C)=O)cc1CSc1nnc(-c2ccncc2)n1CCOC,-9,5,3,6,9,0,-2,-1,-1
Cc1cccc(NC(=O)CSc2nnc(C3CC3)n2CC2CCCO2)c1C (centres undefined),7,-2,4,-4,1,6,7,1,3
COc1ccc(S(=O)(=O)N(CC(=O)NCc2ccco2)C2CCCCC2)cc1OC,5,-1,4,-2,13,3,-4,0,1
Cc1cccc2cc(CN(Cc3ccco3)C(=O)Nc3cccc(C#N)c3)c(Cl)nc12,-15,1,-9,-16,-1,-4,-22,-16,-11
Cc1oc(-c2ccccc2F)nc1CS(=O)(=O)CC(=O)NCCN(C)C1CCCCC1,-1,0,3,4,11,0,5,1,2
Cc1csc(NC(=O)CSc2nnc(-c3ccco3)n2C)n1,2,-4,9,0,2,-5,-6,-1,0
CC(C)OC(=O)c1c(NC(=O)c2ccco2)sc2c1CCCC2,3,-1,8,1,-2,1,-1,0,2
Fc1cccc(/C=N/Nc2cc(N3CCOCC3)ncn2)c1,3,-4,0,-5,3,7,1,-2,3
O=C(Nc1ccc(N2CCCC2)cc1)c1ccc(Cl)cc1Cl,-3,-3,-2,6,-9,5,-3,-2,6
COc1ccc(N(C(=O)c2cnccn2)C(C(=O)NC2CCCCC2)c2ccc(Cl)cc2)cc1 (centres undefined),-2,3,5,0,1,5,-2,0,1
O=C(Nc1nnc(Cc2c[nH]c3ccccc23)s1)c1ccc(Cl)cc1Cl,-4,-7,-1,8,11,11,5,-10,2
COc1ccccc1C(=O)NCCC(=O)N1CC(=O)Nc2ccccc21,0,0,0,-2,8,-2,1,-1,3
CCN1CCN(CC(=O)Nc2ccc(C(C)=O)cc2)CC1,-5,1,-8,1,14,-3,-3,0,0
CC(C)(C)C(=O)Nc1cc(S(=O)(=O)N2CCCCC2)ccc1N1CCCCC1,11,1,-5,-1,11,5,4,0,13
CCOc1cc(NC(=S)Nc2ccc(Cl)cc2)c(OCC)cc1NC(C)=O,-2,4,2,0,8,10,0,-1,2
Cc1noc(C)c1S(=O)(=O)NCc1ccc2c(c1)OCO2,-3,25*,5,4,-8,2,-1,2,-1

# Full records, quoted from the list. Values in the order: PAFAH2 inh | PAD4 inh | GSTO1 inh | Fam108B counter | PAFAH1B3 FP inh | pPAFAH inh | PME-1 inh | LYPLA1 inh | PAFAH1B2 inh
# Cc1noc(C)c1S(=O)(=O)NCc1ccc2c(c1)OCO2 is listed as -3 | 25* | 5 | 4 | -8 | 2 | -1 | 2 | -1
# CCN1CCN(CC(=O)Nc2ccc(C(C)=O)cc2)CC1 is listed as -5 | 1 | -8 | 1 | 14 | -3 | -3 | 0 | 0

# Additional records
SMILES,PAFAH2 inh,PAD4 inh,GSTO1 inh,Fam108B counter,PAFAH1B3 FP inh,pPAFAH inh,PME-1 inh,LYPLA1 inh,PAFAH1B2 inh
CC(Sc1nnc(CNc2cccc3ccccc23)n1-c1ccccc1)C(=O)N/N=C/c1ccco1 (centres undefined),11,-2,0,1,-3,6,3,1,0
Cn1ccnc1SCC(=O)Nc1cccc(S(=O)(=O)N2CCCCC2)c1,6,-6,3,1,5,1,-4,2,3
COc1cccc(CNC(=O)CSc2nnc3c(n2)[nH]c2ccc(C)cc23)c1,-4,7,5,3,-4,0,0,-1,2
Cc1cccc2nc(COc3ccc(Cl)c4cccnc34)cn12,2,5,-9,0,-1,2,-4,-3,0
CCCCn1c(-c2cccnc2)nc2cc3[nH]c(=O)c(C(C)C)nc3cc21,-1,-9,17,4,5,1,5,-3,3
O=C(NC1(C(F)(F)F)C(=O)Nc2c1c(=O)[nH]c(=O)n2Cc1ccccc1)c1ccc(Cl)cc1 (centres undefined),-9,0,4,1,5,-2,3,2,3
O=C(CSc1nc2ccccc2c(=O)n1Cc1ccco1)c1ccc(F)cc1,-3,3,2,-3,5,-3,2,-1,1
O=C(O)CCCCCNS(=O)(=O)c1ccc(Cl)cc1,1,-3,-3,-2,-3,2,4,2,19
Cc1ncc(CCl)c2c1OC(C)(C)OC2,6,-2,28,0,3,3,-2,-3,0
CCCN=Cc1c(CCC)[nH]n(-c2nc3ccccc3s2)c1=O,5,2,-15,1,3,4,7,2,5
CCOC(=O)C(C(C)C)C(N)Cc1ccc(F)cc1 (centres undefined),-9,3,5,1,1,1,0,-1,1
COc1ccc(-c2noc(CN(C(=O)c3ccc(OC(C)=O)cc3)C(C)C)n2)cc1OC,-1,-3,2,-4,5,0,-3,-1,6
O=S(=O)(c1ccc(Cl)nc1)N1CCN(Cc2ccc3c(c2)OCO3)CC1,3,0,5,2,8,-1,2,1,6
O=C(N[C@@H](Cc1ccccc1)C(=O)N1CCC2(CC1)NCCc1[nH]cnc12)c1cccc(F)c1,0,0,4,0,4,5,-2,0,-2
O=C(COc1ccc(C(=O)O)cc1)Nc1cccc(C(F)(F)F)c1,-10,3,3,-2,2,8,-5,-1,2
Cn1cccc1C1CCCN1CC(=O)Nc1c(Cl)cc(Cl)cc1Cl (centres undefined),2,0,.,.,5,13,.,.,8
CCn1c(=O)cc(SCC(=O)NCCCN2CCN(c3ccc(F)cc3)CC2)c2ccccc21,-7,-4,-6,3,4,8,7,1,1
Cc1ccsc1/C=N/NC(=O)c1ccncc1,4,0,1,1,1,-1,2,-2,3
N#C/C(=C\c1cccnc1)C(=O)Nc1ccc(C(=O)O)cc1,-2,-5,-2,-1,2,6,1,-2,3
O=C(/C=C/c1ccc(Cl)c(Cl)c1)N1CCOCC1,7,-7,1,2,-2,4,5,0,-1
CCOC(=O)N1CCC(N2Cc3cccc(C(=O)NCc4ccc5c(c4)OCO5)c3C2=O)CC1,8,1,-2,-2,2,-2,-3,1,4
COc1ccc(-c2[nH]ncc2CN2CCCN(C(=O)c3ccco3)CC2)cc1F,2,1,4,3,6,-3,6,1,1
Nc1nc(C(F)(F)F)c(Br)c(=O)n1N,8,3,-4,1,1,1,2,0,4
COc1ccc(Nc2nccc(OC)c2C#N)cc1,1,-3,0,2,-6,2,2,-2,0
N#CC1=C(N)NC(=S)C(C(N)=O)C1c1ccccc1F (centres undefined),-9,3,26,2,-2,0,-10,0,5
O=C(N/N=C/c1cc([N+](=O)[O-])ccc1N1CCCCCC1)c1ccccn1,-1,-2,-2,3,3,1,8,4,1
COc1ccc(-n2nc3cc(C)c(N)cc3n2)cc1Cl,-1,1,29,-4,6,8,-3,-2,-5
O=C(CN1C(=O)NC2(CCc3ccccc32)C1=O)NCc1cccc(C(F)(F)F)c1 (centres undefined),-6,-5,.,.,10,-2,.,.,8
CC(C)CN(C(=O)C1CSC2(C)CCC(=O)N12)c1c(N)n(Cc2ccccc2)c(=O)[nH]c1=O (centres undefined),0,0,1,-2,1,5,3,1,-4
CCOC(=O)Cn1c2[n+](c3ccccc31)CC(O)CS2 (centres undefined),5,0,-2,3,3,-2,-2,2,-1
